Bioassay records from PubChem BioAssay.
Pf growth 96h – Primary qHTS for delayed death inhibitors of the malarial parasite plastid, 96 hour incubation | P. falciparum luciferase reporter growth, 96 h | Potency, µM (highest dose often 28.7 µM), for the others: at the top dose activity change, negative = inhibition, actives largely listed as inhibitors | actives 6.9% (n = 320,000) | AID 504834, 2011; also: potency is read from the fitted curve at half-maximal effect; % is scaled to controls: 0 for no effect and ±100 for the full control effect
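Cell-based qHTS: luciferase-tagged P. falciparum in erythrocytes (2% hematocrit, 0.05% parasitemia final) incubated with compounds for 96 hours, 37 C, 5% CO2; luciferase detection reagent then added and luminescence measured.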
Shiga inhibitor – A qHTS for Small Molecule Inhibitors of Shiga Toxin | Vero cells, Shiga toxin protein synthesis inhibition reporter | inhibition, % at 38.7 µM | actives 9.2% (n = 290,000); in the data active = inhibition mostly above about 28%, no sharp cut-off; inactive = mostly below about 43%; also: 0% is about no effect
Pf growth 48h – Primary qHTS for delayed death inhibitors of the malarial parasite plastid, 48 hour incubation; P. falciparum luciferase growth in erythrocytes, 48 h; Potency, µM (doses to about 28.7 µM), for inactives: at the top dose activity change, negative = inhibition, most hits filed as inhibitors; actives 5.9% (n = 310,000); AID 504832, 2011; also: potency is read from the fitted curve at half-maximal effect; % is scaled to controls: 0 for no effect and ±100 for the full control effect
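A one-generation exposure of luciferase-tagged malaria parasites in RPMI 1640/Albumax erythrocyte culture, 37 C and 5% CO2. Inhibition is inferred from decreased luminescence after adding detection reagent.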
CHX counter – Cycloheximide Counterscreen for Small Molecule Inhibitors of Shiga Toxin; cell reporter, cycloheximide protein synthesis inhibition counterscreen; max response, %; actives 12% (n = 300,000); AID 2314, 2010; in the data active = max response mostly above about 13%, no sharp cut-off; inactive = mostly below about 14%; also: read at 38.3 µM for the half of the compounds with a filed dose; 0% is about no effect
HCV inhibitor – qHTS Assay for Inhibitors of Hepatitis C Virus (HCV); Huh7.5.1 HCVcc-Cre infection, luciferase reporter, 44 h; Potency, µM (highest dose often 41.8 µM), for the others: top-dose activity change, negative = inhibition, usual class: inhibitors; actives 3.4% (n = 340,000); AID 651820, 2012; also: potency is read from the fitted curve at half-maximal effect; % is scaled to controls: 0 for no effect and ±100 for the full control effect
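Reporter virus HCVcc-Cre (~0.5 moi) infects cells exposed to compound; seeding density 1,000 cells/well with 4 h settling beforehand. Luminescence, 15 sec read, taken 44 h post-infection following a 15 min RT substrate incubation.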
FBPA Giardia inh – qHTS Assay for Inhibitors of Fructose-1,6-bisphosphate Aldolase from Giardia Lamblia; actives 0.71% (n = 290,000); AID 2451, 2010; Potency, µM (doses to about 59.6 µM), inactives show at the highest dose activity, negative = inhibition, actives largely listed as inhibitors; A8B2U2; purified Giardia FBPA; also: potency is read from the fitted curve at half-maximal effect; % is scaled to controls: 0 for no effect and ±100 for the full control effect; nearly all actives have a fitted effect of over 55% in size
Target sequence (A8B2U2 whole entry, looked up): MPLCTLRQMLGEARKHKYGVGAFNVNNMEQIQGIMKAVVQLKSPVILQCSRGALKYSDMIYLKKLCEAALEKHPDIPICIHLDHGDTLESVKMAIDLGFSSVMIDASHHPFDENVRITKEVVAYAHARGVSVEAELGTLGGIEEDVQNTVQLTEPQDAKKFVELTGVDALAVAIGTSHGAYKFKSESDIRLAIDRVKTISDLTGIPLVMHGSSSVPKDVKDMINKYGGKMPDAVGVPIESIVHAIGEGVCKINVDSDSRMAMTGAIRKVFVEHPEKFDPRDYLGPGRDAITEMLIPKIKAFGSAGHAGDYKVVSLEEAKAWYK
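Giardia FBPA (40 nM reagent) was preincubated 10 min at RT with compound (up to 57.5 uM final), then substrate plus GAPDH/TPI/NAD/arsenate coupling system with diaphorase/resazurin was added; resorufin fluorescence (525/598 nm) was read after 20 min.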
* hit, by the source's call; u = inconclusive; x = no result given; & = joins results of further samples; [ ] = another dose, or the depositor's remark. Unless noted, calls follow the shape of the dose curve; as a rule, active = well fitted curve in the direction sought with a large enough effect; inconclusive = small, poorly fitted or top-dose-only effect, or another doubt; inactive = no such curve, though single readings can be large; an effect the other way counts as inactive or inconclusive.

No. | structure | Pf growth 96h | Shiga inhibitor | Pf growth 48h
1 | CCN(c1ccccc1)S(=O)(=O)c1ccc(C(=O)Nc2ncccc2C)cc1 | -0.8% | x | u
2 | COc1ccc(NC(=O)COc2cccnc2[N+](=O)[O-])cc1OC | 0.0% | -3.7 | 21.2%
3 | CCc1ccc(CN2CCC(n3nccc3NC(=O)c3cccc(F)c3)CC2)cc1 | -18.7% | 7.0 | u
4 | CCC(C(=O)NC(C)(C)C)N(Cc1ccco1)C(=O)Cn1nnc(-c2ccc(F)cc2)n1 (stereo unspecified) | -3.4% | -7.8 | u
5 | Cc1ccc(S(=O)(=O)N2CCN(S(=O)(=O)N3CCCCC3)CC2)c(C)c1 | 34.3% | -9.2 | -16.0%
6 | CC(=O)c1ccc(N(CC(=O)NC2CCCC2)C(=O)c2ccc(C)s2)cc1 | 0.0% | -4.5 | -22.3%
7 | O=C(/C=C/c1c(F)cccc1Cl)N1CCc2ccccc2C1 | u | x | 0.0%
8 | Cc1ccccc1-n1c(=O)cc(N2CCC3(CC2)OCCO3)[nH]c1=O | 47.4%[activator] | -0.3 | 8.5%
9 | CCOc1nc(S(=O)(=O)c2ccc(C)cc2)c(Cl)s1 | 0.0%[5.75 µM] | 15.6 | 0.0%
10 | Cc1ccc(C(=O)C(C)OC(=O)c2cc3cc([N+](=O)[O-])ccc3oc2=O)cc1 (stereo unspecified) | 13.9% | -1.8 | 4.9%

No. | CHX counter | HCV inhibitor | FBPA Giardia inh
1 | x | u | x
2 | 10.2 | -7.6% | -5.3%
3 | -1.9 | u | x
4 | -1.7 | -29.8% | -0.8%
5 | -3.4 | u | -0.3%
6 | -2.0 | 5.1% | x
7 | 14.1* | -4.2% | 3.1%
8 | -1.7 | 8.9% | 2.5%
9 | 1.3 | -28.6% | 1.5%
10 | -0.8 | 5.7% | -5.7%

(list continues)
No. | structure | Pf growth 96h | Shiga inhibitor | Pf growth 48h
11 | CCC[C@@H]1C[C@@]1(CCC)[C@@H](NP(=O)(c1ccccc1)c1ccccc1)c1ccc(C(=O)OC)cc1 | u | -8.4 | u
12 | CCCOP(=O)(OCCC)C(NC(=O)c1cc(OC)c(OC)c(OC)c1)c1ccccc1 (stereo unspecified) | u | -10.0 | u
13 | Cn1c(=O)cc(OCC(=O)N2CCC3(CC2)OCCO3)c2ccccc21 | x | 2.5 | u
14 | CCNc1nc(OC)nc(SCC(=O)Nc2ccccc2)n1 | -0.3% | -1.2 | 10.6%[1.15 µM]
15 | O=C(Nc1cccc(C(F)(F)F)c1)c1cc2c(s1)-c1ccccc1OC2 | 5.0% | -14.6 | u
16 | COc1ccc2sc3c(=O)[nH]c4ccccc4c3c2c1 | -0.2% | -4.8 | 6.9%
17 | Cc1cccc(C)c1NC(=O)C1CCN(C(=O)c2cccs2)CC1 | 3.7% | -9.3 | 11.4%
18 | Cc1nn(-c2ccccc2)c(C)c1/C=C/C(=O)OC(C)C(=O)Nc1ncc(Cl)cc1Cl (stereo unspecified) | 27.0% | -9.8 | 25.0%
19 | O=C1OC(c2ccc(Cl)cc2)=N/C1=C\c1cccnc1 | u | -9.9 | 8.8%
20 | CCOC(=O)C1CCCN(C(=O)CSCc2ccccc2)C1 (stereo unspecified) | u | 52.2* | 38.9%[activator]

No. | CHX counter | HCV inhibitor | FBPA Giardia inh
11 | -2.7 | 0.4%[8.37 µM] | 2.3%&1.5%
12 | -0.9 | -0.2% | 3.6%
13 | -1.3 | 9.0% | -10.0%
14 | 0.8 | u | 5.5%
15 | -0.9 | u | 2.7%
16 | 1.4 | -20.8% | 7.5%
17 | -3.7 | 19.3% | 5.8%
18 | -2.0 | u | 3.3%
19 | -3.5 | 7.9% | 6.6%
20 | 44.2* | 14.9% | 0.5%

Continuation:
No. | structure | Pf growth 96h | Shiga inhibitor | Pf growth 48h
21 | CC1CCCCC1NC(=O)C1CC(=O)N(Cc2ccccc2)C1 (stereo unspecified) | -1.5% | 8.1 | -4.9%
22 | CC(O)CO (stereo unspecified) | u | x | 1.6%&-8.5%
23 | Cc1nc2cc(-c3cccc(Cl)c3)nn2c(N2CCN(C(=O)c3ccco3)CC2)c1C | 29.8% | 101.9* | 74.8%
24 | NS(=O)(=O)c1ccc(CCNC(=O)COC(=O)/C=C/c2ccc(Cl)cc2)cc1 | u | -10.4 | -5.8%
25 | CN(C)C(=S)NC1(C)CCS(=O)(=O)C1 (stereo unspecified) | u | 12.4 | u
26 | OCCNc1cc(-n2nc(-c3ccccc3)cc2-c2ccccc2)ncn1 | u | -3.8 | u
27 | CCOc1ccc(C(C)=O)cc1Cc1c(O)[nH]c(=S)[nH]c1=O | -13.2% | -19.1 | 5.3%
28 | Cc1ccc(NC(=O)C2CCCN2C(=O)c2cccs2)c(C)c1 (stereo unspecified) | 24.3% | -8.8 | 17.0%
29 | C=CCNc1nc(N)c([N+](=O)[O-])c(NCc2ccccc2)n1 | u | -9.1 | -28.8%
30 | CCn1c(SCC(=O)Nc2cc(NC(C)=O)ccc2OC)nnc1-c1cccnc1 | -17.4% | -1.5 | -16.6%

No. | CHX counter | HCV inhibitor | FBPA Giardia inh
21 | 0.8 | -1.4% | -1.3%
22 | x | -8.2% | x
23 | 27.8* | x | 0.8%
24 | 3.6 | 19.2% | 0.3%
25 | 5.6 | 22.6% | 2.6%
26 | -4.7 | -28.6% | 0.4%
27 | 0.3 | 11.8% | 22.4µM*
28 | -4.2 | 6.7% | 6.0%
29 | 1.5 | -20.9% | -2.2%
30 | -1.8 | 0.3% | 0.0%

A draw from above in order of number of heavy atoms, descending.
No. | structure | Pf growth 96h | Shiga inhibitor | Pf growth 48h
24 | NS(=O)(=O)c1ccc(CCNC(=O)COC(=O)/C=C/c2ccc(Cl)cc2)cc1 | u | -10.4 | -5.8%
26 | OCCNc1cc(-n2nc(-c3ccccc3)cc2-c2ccccc2)ncn1 | u | -3.8 | u
2 | COc1ccc(NC(=O)COc2cccnc2[N+](=O)[O-])cc1OC | 0.0% | -3.7 | 21.2%
29 | C=CCNc1nc(N)c([N+](=O)[O-])c(NCc2ccccc2)n1 | u | -9.1 | -28.8%

No. | CHX counter | HCV inhibitor | FBPA Giardia inh
24 | 3.6 | 19.2% | 0.3%
26 | -4.7 | -28.6% | 0.4%
2 | 10.2 | -7.6% | -5.3%
29 | 1.5 | -20.9% | -2.2%

(cont.)
No. | structure | Pf growth 96h | Shiga inhibitor | Pf growth 48h
31 | Cc1cc(OCc2cn3cccnc3n2)ccc1Cl | 7.7% | 64.9* | 27.8%
32 | Cc1cc(C)n(CC2CC(=O)N(c3ccccc3)C2=O)n1 (stereo unspecified) | 1.6% | -6.6 | 0.0%
33 | COc1cccc(C=NCCCN=Cc2cccc(OC)c2O)c1O | -1.7% | -3.5 | u
34 | CCN(CC(=O)Nc1c(F)cccc1F)C(=O)CNC(=O)c1ccc(Br)o1 | 65.5%[activator] | x | 13.6%
35 | COc1ccc(NC(=O)CN(C)CC(=O)NCCc2ccc(F)cc2)cc1 | 1.2% | x | 5.7%
36 | N#Cc1ccsc1NC(=O)CCS(=O)(=O)c1ccccc1 | u | 20.1 | -8.0%

No. | CHX counter | HCV inhibitor | FBPA Giardia inh
31 | 71.0* | u | -5.9%
32 | -1.9 | 16.2% | 3.7%
33 | 6.3 | 6.7% | -12.5%
34 | x | -4.1% | x
35 | x | 16.9% | x
36 | 11.3 | 4.6% | x

Structural class, those above with an aryl thioether with sulfur outside any ring.
No. | structure | Pf growth 96h | Shiga inhibitor | Pf growth 48h
14 | CCNc1nc(OC)nc(SCC(=O)Nc2ccccc2)n1 | -0.3% | -1.2 | 10.6%[1.15 µM]
30 | CCn1c(SCC(=O)Nc2cc(NC(C)=O)ccc2OC)nnc1-c1cccnc1 | -17.4% | -1.5 | -16.6%

No. | CHX counter | HCV inhibitor | FBPA Giardia inh
14 | 0.8 | u | 5.5%
30 | -1.8 | 0.3% | 0.0%

Compounds as they come; any-hit rate near 24%.
